# Source: PubChem
# PKA-R2B activ = PKA-R2B complex activation | P22694+P31323 | PKA-R2B holoenzyme dissociation, Cy5-IP20 fluorescence polarization; R2B truncated from residue 108, S112A mutant; 0% DMSO only, 100% 113 µM cGMP | activation, % at 11.4 µM | actives 0.079% (n = 340,000);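 active = activation above a cutoff set at the mean over all compounds plus 3 SD, cut at about 18% in these data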;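 note: higher means more holoenzyme dissociation and a rise in polarization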
# cardiac RTF act = cardiac RTF calcium sensitization; actives 0.24% (n = 340,000); IANBD-labeled TnC RTF fluorescence at EC20 calcium; 0% EC20 calcium, 100% full calcium; AID 493008; P19429+P45379; activation, % at 7.2 µM;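 active = activation above the mean over all tested compounds plus 3 SD, cut at about 30% in these data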;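 note: rise in fluorescence read as greater calcium sensitivity of cardiac thin filaments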
# RTF Ca sens inh = cardiac RTF calcium desensitization; IANBD-labeled cardiac RTF, Ca2+ fluorescence; inhibition, % at 7.15 µM; actives 0.12% (n = 340,000); P19429+P45379; AID 493244;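 active = inhibition above the mean inhibition of all tested compounds plus 3 SD, cut at about 17% in these data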;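 note: assay run at fixed EC70 calcium of 1.6 mM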
# DAGLB inh = diacylglycerol lipase beta (human) inhibition | Q8NCG7 | inhibition, % at 5.17 µM | actives 0.059% (n = 340,000) | HEK293T DAGLB membrane lysate, EnzChek fluorogenic substrate | AID 504411; in the data active = inhibition above about 34%;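 note: 0% = enzyme with vehicle and 100% = wells lacking enzyme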
# Rtt109 HAT inh = C. albicans Rtt109 histone acetyltransferase inhibition. Q5AAJ8. purified Rtt109/Vps75, ThioGlo CoA-SH fluorescence, 4 h. inhibition, % at 34.9 µM. actives 0.16% (n = 330,000);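 active = inhibition of at least 50% in every replicate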
# Target sequence (Q5AAJ8 whole entry, looked up): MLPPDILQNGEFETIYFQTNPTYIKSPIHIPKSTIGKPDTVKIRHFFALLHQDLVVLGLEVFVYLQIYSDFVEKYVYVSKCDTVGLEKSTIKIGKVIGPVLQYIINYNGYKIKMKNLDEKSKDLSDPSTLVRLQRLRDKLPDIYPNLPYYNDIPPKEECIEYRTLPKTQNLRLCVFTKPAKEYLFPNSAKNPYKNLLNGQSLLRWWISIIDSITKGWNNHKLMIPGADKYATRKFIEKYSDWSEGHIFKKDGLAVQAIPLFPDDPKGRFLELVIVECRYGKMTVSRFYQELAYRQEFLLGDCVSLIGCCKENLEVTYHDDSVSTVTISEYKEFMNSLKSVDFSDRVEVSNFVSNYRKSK
# SR-BI uptake up = SR-BI HDL lipid transfer activation | CHO ldlA[mSR-BI] cells, DiI-HDL uptake fluorescence, 3 h; 100 = double the neutral-control signal | activation, % at 12.5 µM | actives 0.096% (n = 320,000);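 active = mean replicate activation of at least 60% and every replicate at or above 60%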;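 note: 0% = median plate neutral-control signal and 100% = twice that signal; values of inactives mirror those of a sister screen read the other way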
#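 Assay system: LDL receptor-deficient CHO ldlA cells overexpressing murine SR-BI / Medium: BSA-supplemented, HEPES-buffered Ham's F12, pH 7.4 / Probe or stimulus: DiI-labelled HDL at 10 µg/mL final / Timing: compound with DiI-HDL co-incubation, 3 h at 37 °C / Technique: bottom-read cell fluorescence after medium removal, ex 550/em 595 nm / Measure: HDL uptake via cellular fluorescence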
# Keap1-Nrf2 PPI = Keap1-Nrf2 (human) interaction inhibition. Keap1 Kelch-Nrf2 peptide fluorescence polarization, 1536-well. actives 0.15% (n = 340,000). inhibition, % at 9.4 µM; in the data active = inhibition above about 12%;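 note: human Keap1 Kelch domain with fluorescein labeled Nrf2 9mer peptide probe; 0% = neutral control wells and 100% = peptide positive control; higher means more block of Keap1 binding to Nrf2 peptide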
# Target sequence (Q14145 whole entry, looked up, the tested form may be a part): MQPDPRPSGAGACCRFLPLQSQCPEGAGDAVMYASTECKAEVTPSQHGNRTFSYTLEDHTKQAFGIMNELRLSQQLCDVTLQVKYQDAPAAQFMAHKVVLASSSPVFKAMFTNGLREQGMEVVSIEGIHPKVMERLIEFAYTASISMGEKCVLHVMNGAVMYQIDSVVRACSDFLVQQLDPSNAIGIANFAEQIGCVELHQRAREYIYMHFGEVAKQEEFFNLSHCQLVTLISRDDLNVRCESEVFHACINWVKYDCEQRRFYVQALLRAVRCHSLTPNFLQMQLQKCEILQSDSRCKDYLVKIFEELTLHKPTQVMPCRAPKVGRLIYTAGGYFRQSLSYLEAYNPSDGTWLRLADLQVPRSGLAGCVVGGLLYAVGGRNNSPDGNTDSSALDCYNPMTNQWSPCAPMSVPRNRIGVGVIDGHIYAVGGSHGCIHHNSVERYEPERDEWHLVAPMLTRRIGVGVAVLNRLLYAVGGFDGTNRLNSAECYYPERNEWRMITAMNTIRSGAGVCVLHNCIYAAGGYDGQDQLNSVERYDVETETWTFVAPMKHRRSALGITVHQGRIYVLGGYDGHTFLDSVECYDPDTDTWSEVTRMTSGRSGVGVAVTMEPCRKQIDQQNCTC
# CAL PDZ FP-1 = blocks peptide binding to human CAL PDZ domain; Q9HD26; purified CAL PDZ, TMR-peptide fluorescence polarization, 1 h; inhibition, % at 20 µM; actives 0.02% (n = 330,000); AID 504414;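 active = highest replicate inhibition of at least 40%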;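 note: plate controls were DMSO neutral control wells for no effect and unlabeled competitor peptide control wells for full effect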
#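 System: tagged CAL PDZ domain. Schedule: 1 h room-temperature incubation prior to read. Signal: fluorescence polarization (mP). Measure: percent inhibition from loss of millipolarization.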
# C-LANA FP = KSHV C-LANA DNA binding inhibition | MBP-C-LANA/FAM-LBS DNA binding, fluorescence polarization | inhibition, % at 9 µM | actives 0.078% (n = 340,000);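 active = highest replicate inhibition at or above 60% at 9 µM, even if other replicates fall short; inactive = all replicates below 60% inhibition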;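 note: 0% = neutral control wells and 100% = 4 µM acridine orange control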
# CAL PDZ FP-2 = CAL PDZ (human) peptide binding inhibition; Q9HD26; purified CAL PDZ, TMR-peptide fluorescence polarization, 1 h; inhibition, % at 24.9 µM; actives 0.92% (n = 300,000); AID 602252;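 active = mean inhibition of at least 30% with at least half of replicates also reaching 30%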;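 note: 0% = DMSO neutral control and 100% = excess unlabeled competitor peptide PRC23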
# Numbers without * were called inactive; · = not tested or not shown.
smiles	PKA-R2B activ	CAL PDZ FP-1	Rtt109 HAT inh	DAGLB inh	C-LANA FP	cardiac RTF act	RTF Ca sens inh	SR-BI uptake up	Keap1-Nrf2 PPI	CAL PDZ FP-2
CCN(Cc1ccccc1)C(=O)CS(=O)(=O)c1ccccc1	-15	0.5	-17	1	-1.5	7	1	6	-5	-7
Cc1ccc2nc3c(cc(C(=O)NCCN4CCOCC4)c(=N)n3CCCN3CCOCC3)c(=O)n2c1	15	-2.2	-10	4	0.2	2	-3	6	2	0
O=C(c1nc2ccccn2c1CNCCCn1ncc2ccccc21)N1CCOCC1	-5	0.1	-1	-1	-1.9	-3	-22	26	1	9
CC1(C)SC(=S)N(NC(=O)Nc2cccc3ccccc23)C1N(O)C(=O)Nc1ccccc1 (stereo not drawn)	-7	-0.9	3	-5	0.9	2	-5	8	-1	-7
CCCCN(c1ccc(C(=O)OC)cc1)S(=O)(=O)c1ccccc1	6	-0.2	10	-9	-0.7	-2	5	-21	-2	-1
COc1ccc(CCNC(=O)c2cccc(Br)c2)cc1OC	6	-0.4	-8	4	1.5	-1	-14	-17	-2	·
Nc1ccc(Cl)cc1C(=O)OCC(=O)NC1CCS(=O)(=O)C1 (stereo not drawn)	4	-2.4	-9	-1	-0.9	0	-4	10	5	-2
Cc1ccc(C)c(OCC(O)CN2CCC(C)CC2)c1C (stereo not drawn)	-11	-0.2	-13	0	-0.4	-6	-5	-2	2	·
Cc1[nH]c2ccccc2c1C(c1ccncc1)N1CCN(c2ccc(F)cc2)CC1 (stereo not drawn)	-10	0.0	-7	0	-2.9	8	5	6	-5	-1
CC(C)OCCCNC(=O)Cc1ccc(F)cc1	-11	-1.3	19	2	-0.6	4	5	19	-2	-3
Cc1cnc(C(=O)OCC(=O)c2ccc(Cl)cc2)cn1	-4	-2.7	-11	0	3.3	3	-3	4	5	0
COCCNC(=O)c1ccc2c3n(nc2c1)-c1ccc(Cl)cc1CO3	4	-2.0	-8	-1	-1.8	-2	-3	-2	-2	0
Cc1ccc(OCCNC(=O)/C=C/c2ccc([N+](=O)[O-])cc2)cc1C	-7	-2.5	-5	-5	0.4	-3	-1	28	0	3
CCc1cc2c(=O)nc3n(c2s1)Cc1ccccc1/C3=C(/O)c1cccc([N+](=O)[O-])c1	-14	0.7	-11	2	1.3	0	-7	-53	4	·
C=CCc1cccc(CNc2ccc(Br)cc2)c1O	1	-0.4	1	1	1.1	0	-22	0	6	·

# The final 4 compounds of the part before come first, to join the parts:
smiles	PKA-R2B activ	CAL PDZ FP-1	Rtt109 HAT inh	DAGLB inh	C-LANA FP	cardiac RTF act	RTF Ca sens inh	SR-BI uptake up	Keap1-Nrf2 PPI	CAL PDZ FP-2
COCCNC(=O)c1ccc2c3n(nc2c1)-c1ccc(Cl)cc1CO3	4	-2.0	-8	-1	-1.8	-2	-3	-2	-2	0
Cc1ccc(OCCNC(=O)/C=C/c2ccc([N+](=O)[O-])cc2)cc1C	-7	-2.5	-5	-5	0.4	-3	-1	28	0	3
CCc1cc2c(=O)nc3n(c2s1)Cc1ccccc1/C3=C(/O)c1cccc([N+](=O)[O-])c1	-14	0.7	-11	2	1.3	0	-7	-53	4	·
C=CCc1cccc(CNc2ccc(Br)cc2)c1O	1	-0.4	1	1	1.1	0	-22	0	6	·
COc1ccc(CCNC(=O)c2cnc(Cl)c(Cl)c2)cc1	4	-1.6	1	-4	0.7	-1	-5	-3	2	-1
O=[N+]([O-])C(/C=C(\Cl)[N+](=O)[O-])=C1N(Cc2ccc(Cl)nc2)CCN1Cc1ccc(Cl)nc1	4	-1.5	13	5	-2.3	5	-7	-13	-6	-2
O=C(CCNC(=O)c1ccc([N+](=O)[O-])cc1)Nc1ccc(Cl)c(S(=O)(=O)N2CCOCC2)c1	-2	-1.4	-1	-3	1.1	0	-8	-12	1	-2
COc1ccc(/C=C/C(=O)c2oc3ccc(F)cc3c2C)cc1	-2	0.6	3	-5	-0.8	-2	-27	0	1	3
Cc1cccnc1NC(=O)C1CCCN1S(=O)(=O)c1ccc(Cl)cc1 (stereo not drawn)	-1	-1.7	20	-3	0.0	-5	29*	14	-2	-6
CCOC(=O)c1c(-c2ccc(C)s2)csc1NC(=O)c1cccs1	-5	-1.0	6	-4	-1.2	0	0	-28	-1	-3
CCCCCC1CCC(C(=O)NCCN2CCOCC2)CC1 (stereo not drawn)	6	-0.9	2	-2	1.2	4	-1	8	0	-5
CCOC(=O)N1CCN(C(=O)c2ccc3c(c2)N(Cc2cc(C)ccc2C)C(=O)c2ccccc2S3=O)CC1 (stereo not drawn)	-1	-1.3	8	2	0.6	-4	2	-3	-6	0
CC1=NN(c2ccccc2)C(=O)/C1=C/C=C/c1ccc(N(C)C)cc1	1	0.9	1	17	0.1	1	0	-37	-4	-6
Cc1noc(C)c1C(=O)OCC(=O)NC1CCCCC1C (stereo not drawn)	-20	1.4	-6	1	0.0	-5	1	0	-1	-2
CSCC[C@H](NC(=O)c1cc([N+](=O)[O-])ccc1Cl)c1nc2ccccc2[nH]1	-4	-0.9	-3	3	0.1	-5	-1	-9	4	6
O=C1CCCN1CCCNc1ncnc2c1[nH]c1ccccc12	6	-1.6	2	0	0.4	-5	0	32	2	1
O=C(Nc1ccc(F)cc1F)Nc1ccc(F)cc1F	5	-0.7	12	0	-1.5	1	-4	10	-1	-4
CC1=C(C(=O)OCc2ccccc2)C(c2ccccc2)NC(=O)N1 (stereo not drawn)	-13	-0.3	-9	3	2.3	-1	-1	-7	-4	-2
COC(=O)c1c(C)oc(C)c1S(=O)(=O)N1CCCCC1	-3	-0.1	-14	-3	0.8	9	-3	-22	-4	·
Cc1cc(C)c(OCCCCNCc2ccccc2)c(Cl)c1	11	-0.9	-2	-3	0.3	-4	-10	-19	2	·
O=C(NCc1ccccc1)C1=C[C@H](c2ccc(Br)cc2)C[C@H](OCc2ccc(CO)cc2)O1	-2	-0.7	4	0	-1.8	0	-10	-1	-5	-1
COc1ccc(C(C)=O)cc1COc1ccc(Cl)cc1Cl	·	-0.4	28	·	-0.5	·	·	-53	-3	-2
CCCCNC1=C(Br)C(=O)CC(C)(C)C1	-3	-0.4	-11	-4	-0.2	3	-5	12	-2	-2
CC(C)Cn1c(N)c(C(=O)CSc2nnnn2C)c(=O)n(C)c1=O	12	-0.2	4	1	2.0	3	-11	-9	-9	12
COCCn1c(C)cc(C(=O)CSc2nc3ccccc3c(=O)n2C(C)COC)c1C (stereo not drawn)	0	-1.0	-5	-2	-1.2	-5	-1	-12	0	-5
Cc1ccccc1-n1nc(CSc2nc3ccccc3[nH]2)c(-c2ccccc2)c1N	-6	-1.3	5	-1	-0.2	5	-5	-13	-3	1
Cc1ccc(OCc2n[nH]c(=S)n2Cc2ccccc2)cc1	-11	-0.3	5	6	-1.1	4	4	-7	5	-11
COc1ccc(-c2noc(=O)n2CC(=O)N2CCC(Cc3ccccc3)CC2)cc1	-14	-1.1	15	-4	-0.9	4	-2	2	-2	·
O=C(Nc1cccc(S(=O)(=O)N2CCOCC2)c1)C1CCN(S(=O)(=O)c2ccccc2)CC1	-7	-1.0	6	-2	0.1	-5	-3	-76	3	·
O=C(CSc1ccc(-c2ccc(F)cc2)nn1)N1CCCc2ccccc21	2	-0.8	2	-6	0.7	8	-5	-29	-4	-4
CCOC(=O)c1c(NC(=O)CSc2nnc(CNc3ccc(Cl)cc3)o2)sc(C)c1C	-4	-2.7	0	-3	0.9	5	-7	-51	-4	0
Cc1cccc(CCNC(=O)C2CCC(CNS(=O)(=O)c3cccs3)CC2)c1 (stereo not drawn)	-4	-0.2	24	-2	-1.1	7	0	-55	-5	3
CC1(C)NC(=O)N(CC(O)CN2CCCC2)C1=O (stereo not drawn)	-13	-2.4	1	-2	1.1	-4	-4	11	-3	·
Cc1cccc(CSc2ncnc3c2cnn3Cc2ccccc2)c1	-4	-1.3	-6	-10	1.2	3	-7	-6	-3	6
O=C(NCCc1cccnc1)c1cc(COc2ccc(F)cc2F)on1	-1	-0.7	8	0	0.6	-2	-6	8	-3	-5
CC(C)CC(N=Cc1c(O)c2ccccc2oc1=O)C(=O)O (stereo not drawn)	-7	-0.9	-3	4	-1.4	0	-14	8	3	-5
COc1ccc2c(-c3ccc(S(N)(=O)=O)cc3)c(-c3ccc(S(C)(=O)=O)cc3)sc2c1	6	-0.7	-3	2	-0.1	-4	5	-63	0	-7
CC(Sc1nnc(Cc2ccc3c(c2)OCO3)o1)C(N)=O (stereo not drawn)	-16	-0.4	8	1	0.2	0	-2	23	-1	·
CC(C)Oc1ccc(Cc2cnc(N)nc2N)cc1	1	-1.8	-6	1	0.2	-2	4	33	0	0
OC(COC(c1ccccc1)c1ccccc1)CN1CCOCC1 (stereo not drawn)	-4	-1.1	-3	1	0.0	0	-16	29	-2	4
O=C(CN1CCCCC1)Nc1ccccc1C(=O)NC1CC1	-10	-3.0	15	-2	-0.9	-6	-24	25	-6	-1
O=C(Nc1ccc(C(F)(F)F)cc1)C1CCCCN1S(=O)(=O)c1ccccc1 (stereo not drawn)	-11	0.0	10	-7	-0.5	1	-6	-7	1	-4
C/C(=N\Nc1nncc2ccccc12)c1ccc(O)cc1	3	0.6	-6	1	-1.0	-2	2	-20	3	4
COC(=O)CCc1c(C)c(C(=O)c2cccc(OC)c2OC)c2ccccn12	-3	-0.2	-2	5	-0.1	-3	-1	-8	1	-1
O=C(CCC(F)(F)F)N1CCCC(N2CCN(c3cccc(Cl)c3)CC2)C1 (stereo not drawn)	1	-0.1	-3	-1	-1.0	2	-5	-56	-4	-2
O=C(COC(=O)CCc1ccccc1)NCc1ccccc1	-1	-0.7	-3	-1	1.6	-1	-10	0	-2	-9
O=c1ccc(S(=O)(=O)N2CCCC2)cn1Cc1ccc(Cl)cc1Cl	-1	-0.2	-3	-3	0.5	-1	-2	-16	1	-2
C=CCc1cccc2cc(C(=O)NC3CCCC3)c(=O)oc12	-6	-0.6	-1	-8	1.3	-2	2	29	1	-6
CCOC(=O)C1=C(CS(=O)(=O)c2ccccc2)NC(=O)NC1c1ccc(O)c(OC)c1 (stereo not drawn)	0	0.0	-1	2	-0.4	6	-13	1	-5	-6
CC(NC(=O)/C(C#N)=C/c1ccc(C(=O)O)cc1)c1ccccc1 (stereo not drawn)	-4	0.3	-2	2	-8.2	5	-8	15	-8	10
